bIAP inh = bovine intestinal alkaline phosphatase inhibitors, primary screen, selectivity assay for TNAP inhibitor project, biochemical, bovine IAP, CDP-star luminescence; alkaline phosphatase, intestinal [Bos taurus]; purified bovine IAP, 30 min; inhibition, % at 20 µM; 190,000 tested, under 10 active; AID 1019, 2008;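 active = over 50% inhibition of intestinal alkaline phosphatase at 20 µM in the single-dose screen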
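Incubation: 30 min reaction at room temperature / Material: purified bovine intestinal alkaline phosphatase (IAP) enzyme / Input: enzyme at 1/65,000,000 dilution / Dosing: 20 µM single dose / Signal: CDP-star luminescence signal / Reagent: CDP-star chemiluminescent phosphatase substrate, 30 µM final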
ROMK mod = ROMK potassium channel modulators, primary screen, cell-based, thallium flux, MLSMR library; AID 1918, 2009; actives 2% (n = 130,000); Tet-inducible ROMK, thallium flux fluorescence; actives lie on both sides; ATP-sensitive inward rectifier potassium channel 1 (Homo sapiens), P48048; B-score at 10 µM;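 active = signal ratio slope over the read window, or its plate-corrected B-score, at least 3 SD from the plate mean, either direction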;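 note: B-score of the F/F0 ratio slope over 7 to 12 s after thallium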
Target sequence (P48048 whole entry, looked up): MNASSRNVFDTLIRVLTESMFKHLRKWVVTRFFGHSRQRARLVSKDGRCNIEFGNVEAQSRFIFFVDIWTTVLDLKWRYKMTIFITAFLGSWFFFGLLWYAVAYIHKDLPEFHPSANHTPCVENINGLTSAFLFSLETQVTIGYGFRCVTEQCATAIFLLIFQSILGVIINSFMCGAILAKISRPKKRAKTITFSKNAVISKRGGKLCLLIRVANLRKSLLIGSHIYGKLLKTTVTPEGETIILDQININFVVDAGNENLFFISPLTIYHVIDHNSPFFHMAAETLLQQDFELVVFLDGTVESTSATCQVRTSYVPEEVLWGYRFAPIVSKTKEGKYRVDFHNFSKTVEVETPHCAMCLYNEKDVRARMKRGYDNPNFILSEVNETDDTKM
L major viab = Leishmania major promastigote growth inhibition, primary screen | Leishmania major promastigotes, resazurin fluorescence viability | inhibition, % at 10 µM | actives 9% (n = 200,000) | AID 1063, 2008; in the data active = inhibition above about 50%;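 note: promastigotes grown with compound for 44 hours at 28 °C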
PPARg SRC3 recr = PPARgamma agonists recruiting SRC-3 coactivator, primary screen, biochemical. biochemical PPARgamma/SRC-3 coactivator recruitment assay. AID 731, 2007. actives 0.26% (n = 200,000). activation, % at 8 µM; in the data active = activation above about 23%;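 note: 0% = DMSO and 100% = reference agonist; some compounds past the cut are filed as inactive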
PPARg SRC2 recr = agonists of PPARg-SRC-2 recruitment, primary screen, biochemical, HTS | activation, % at 8 µM | PPARgamma LBD-SRC-2 recruitment | actives 0.34% (n = 200,000) | Peroxisome proliferator-activated receptor gamma (Homo sapiens), P37231; in the data active = activation above about 22%;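 note: 0% = vehicle and 100% = reference agonist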
TR-FRET SRC-2 ct = TR-FRET signal artefacts, primary screen, artefact control for PPARgamma SRC-2 agonist project, biochemical; TR-FRET ratio at 8 µM; actives 0.4% (n = 200,000); TR-FRET artefact counter-screen; active compounds read high; in the data active = TR-FRET ratio above about 2000; note: inactives centre near 1500
PPARg SRC-1 ag = PPARgamma agonists recruiting SRC-1 coactivator, primary screen, biochemical; PPARgamma-SRC-1 coactivator recruitment biochemical assay; activation, % at 8 µM; actives 0.41% (n = 200,000); in the data active = activation above about 19%;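 note: 0% = DMSO and 100% = reference agonist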
DTT redox prof = compounds producing H2O2 with reducing agent – biochemical, NIH compound library profiling, artefact control for MLSCN library redox annotation, primary screen | DTT-dependent redox cycling H2O2, phenol red/HRP absorbance; 100% = 100 µM peroxide control, 0% = buffer | activation, % at 10 µM | actives 0.03% (n = 200,000);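 active = activation of at least 50% relative to the plate's high and low controls in the primary single-dose screen; inactive = activation below 50%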;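 note: compound incubated with DTT at 0.8 mM final as the reducing agent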
bIAP activator = bovine intestinal alkaline phosphatase activators, primary screen, biochemical, bovine IAP, CDP-star luminescence; alkaline phosphatase, intestinal [Bos taurus]; purified bovine IAP, 30 min; active compounds read high; fold of DMSO-control signal, blank-subtracted; activation factor at 20 µM; actives 0.17% (n = 200,000); AID 1016, 2008;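 active = activation factor of 2 or more at 20 µM, a signal rise over negative controls twice the positive control's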
S1P3 antagonist = S1P3 receptor antagonists, primary screen, cell-based. inhibition, % at 4.98 µM. Sphingosine 1-phosphate receptor 3 (Homo sapiens), Q99500. CHO S1P3 NFAT-BLA reporter, FRET fluorescence, antagonist mode. AID 485, 2006. actives 0.27% (n = 170,000);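 active = inhibition above the plate cutoff, the mean inhibition of test wells on that plate plus 3 SD, cut at about 28% in these data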;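 note: cells challenged with S1P at its EC80 of 0.8 µM; blue over green emission ratio from cleaved BLA substrate after 4 h stimulation; 0% = S1P-stimulated wells and 100% = unstimulated DMSO-only wells; some compounds past the cut are filed as inactive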
Target sequence (Q99500 whole entry, looked up): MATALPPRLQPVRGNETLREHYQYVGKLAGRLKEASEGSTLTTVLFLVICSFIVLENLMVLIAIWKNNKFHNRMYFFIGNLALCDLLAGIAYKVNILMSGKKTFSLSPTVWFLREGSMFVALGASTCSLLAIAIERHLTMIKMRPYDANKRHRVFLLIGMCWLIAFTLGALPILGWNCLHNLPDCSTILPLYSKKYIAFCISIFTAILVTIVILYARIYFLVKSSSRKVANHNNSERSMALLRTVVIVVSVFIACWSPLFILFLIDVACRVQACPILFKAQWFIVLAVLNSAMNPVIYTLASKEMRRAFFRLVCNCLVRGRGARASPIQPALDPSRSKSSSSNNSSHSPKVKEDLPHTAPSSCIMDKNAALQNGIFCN
TLR4-MyD88 BLA = inhibitors of TLR4-MyD88 association in cells, primary screen, cell-based, HeLa CL3-4, BLA complementation, FRET ratio; inhibition, % at 8.4 µM; actives 0.18% (n = 200,000); AID 861, 2007; HeLa CL3-4 TLR4/MyD88 BLA complementation; in the data active = inhibition above about 25%;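 note: 0% = vehicle and 100% = reference inhibitor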
* marks the source's active call; other numbers are inactive results; x = no result given.

SMILES | bIAP inh | ROMK mod | L major viab | PPARg SRC3 recr | PPARg SRC2 recr | TR-FRET SRC-2 ct | PPARg SRC-1 ag | DTT redox prof | bIAP activator | S1P3 antagonist | TLR4-MyD88 BLA
O=C1C2C3C=CC(C2C(=O)N1CCCO)C1C2C(=O)N(CCCO)C(=O)C2C31 (stereo not drawn) | 3 | 1.3 | 0 | 4 | 6 | 1576 | -1 | 0.4 | 1 | x | -10
O=C(Cn1c(=O)oc2cc(S(=O)(=O)N3CCOCC3)ccc21)N1CCc2ccccc2C1 | 6 | x | -3 | 3 | -3 | 1522 | -2 | -1.7 | 0.9 | -34 | -7
Cc1[nH]c(=O)[nH]c(=O)c1S(=O)(=O)N1CCC(C(=O)N2CCN(Cc3ccccc3)CC2)CC1 | 9 | -0.017 | -5 | 8 | 6 | 1523 | 1 | -0.2 | 0.9 | x | -9
C=CCN=c1sc(C(=O)OC)cc(=O)n1CC=C | -4 | x | 22 | -7 | -2 | 1517 | 4 | 1.1 | 1 | x | 7
c1ccc(COc2ccc(OCCN3CCCCC3)cc2)cc1 | 6 | -1.7 | 100* | 2 | 6 | 1558 | 0 | -0.2 | 0.9 | -19 | 2
Cc1ccc(NC(=O)CCc2c(C)nc3ncnn3c2C)nc1 | -2 | x | -7 | -8 | 2 | 1298 | 6 | 4.1 | 1 | 2 | -1
CCN(CC)C(=O)c1csc(Nc2ccc(C)cc2)n1 | -5 | -0.31 | -1 | 4 | 2 | 1430 | 5 | 1.9 | 1 | -45 | 1
O=C(c1ccc(Cl)c([N+](=O)[O-])c1)N(Cc1ccc(Cl)cc1)C1CCS(=O)(=O)C1 (stereo not drawn) | 0 | -0.39 | 4 | 0 | -3 | 1338 | 0 | 0.1 | 1 | -22 | -3
CCN(CC)S(=O)(=O)c1ccc(OC)c(NC(=O)Cc2cccs2)c1 | 13 | -1.7 | 3 | 6 | 4 | 1572 | 2 | -0.6 | 0.9 | 4 | 1
O=C(CNC(=S)N(Cc1ccccc1Cl)C1CCCC1)NCCCN1CCOCC1 | -72 | -0.62 | 15 | 5 | 8 | 1662 | 2 | 0.4 | 1.7 | 3 | -17
O=C1Nc2ccccc2C12OCCCO2 | 5 | x | -4 | 0 | 10 | 1426 | 8 | 3.4 | 0.9 | -7 | 6
CCOC(=O)c1cnc2ccc(C)cc2c1Sc1ccccc1 | -1 | x | 41 | 4 | -4 | 1409 | 4 | -3.4 | 1 | x | -16
Nc1c(Cl)ncnc1N/N=C/c1ccnc2ccccc12 | 12 | x | -1 | 2 | 5 | 1624 | 8 | 0.3 | 0.9 | 8 | 4
Cc1ccc(OCCCC(=O)NCc2ccco2)cc1 | 1 | x | -2 | 8 | 4 | 1647 | 7 | -4.2 | 1 | x | 0
COc1ccc(CCNC(=O)c2nnc(Cc3c(F)cccc3Cl)o2)cc1OC | 3 | x | 3 | 0 | 5 | 1578 | -2 | 1.1 | 1 | -2 | -10
O=C(Nc1cccc(Cl)c1N1CCOCC1)c1ccc2c(c1)OCCO2 | -16 | -0.94 | 11 | -3 | 0 | 1725 | -1 | -0.6 | 1.2 | 7 | -1
COc1cccc(NC(=S)/C(=C(\[O-])c2ccc(OC(F)F)cc2)[n+]2ccccc2)c1 | -1 | -0.04 | -6 | 1 | 5 | 1987* | 5 | -2.7 | 1 | -4 | 9
N#Cc1c2ccc(O)cc2n2ccccc12 | 4 | -4.7* | 100* | 6 | 7 | 1686 | 12 | -0.3 | 1 | 13 | 4
Cn1c(=O)n(C)c2cc([N+](=O)[O-])c(N3CCN(C(=O)C(C)(C)C)CC3)cc21 | -18 | -0.085 | 2 | 0 | 4 | 1621 | 0 | 0.1 | 1.2 | -12 | 2
C=CCN(C(=O)CSc1nc2ccsc2c(=O)n1Cc1ccccn1)c1ccccc1 | -28 | 0.18 | 16 | 0 | -6 | 1459 | 0 | 1.9 | 1.3 | -2 | 4

Marked active in ROMK mod (from the list above):
Compound | bIAP inh | ROMK mod | PPARg SRC3 recr | PPARg SRC-1 ag | DTT redox prof | bIAP activator | S1P3 antagonist | TLR4-MyD88 BLA
N#Cc1c2ccc(O)cc2n2ccccc12 | 4 | -4.7* | 6 | 12 | -0.3 | 1 | 13 | 4

Other structures.
SMILES | bIAP inh | ROMK mod | L major viab | PPARg SRC3 recr | PPARg SRC2 recr | TR-FRET SRC-2 ct | PPARg SRC-1 ag | DTT redox prof | bIAP activator | S1P3 antagonist | TLR4-MyD88 BLA
COCc1[nH][nH]c(=O)c1C=Nc1ccc(OC(F)(F)F)cc1 | -24 | 0.0015 | -1 | 1 | 0 | 1554 | 4 | -2.0 | 1.2 | -18 | 3
CCn1c(Cc2ccccc2)nnc1SCC(=O)Nc1ccccc1N1CCOCC1 | -21 | 0.013 | 5 | 0 | 6 | 1572 | 5 | 0.1 | 1.2 | x | -6
CC(=O)c1cccc(NS(=O)(=O)c2ccc(N/C=C\C(=O)c3ccc(F)cc3)cc2)c1 | -3 | x | 15 | 2 | -4 | 1473 | -4 | -3.7 | 1 | x | -19
CCCn1c(SCC(=O)c2ccc3c(c2)OCCO3)n[nH]c1=O | 8 | 0.54 | -5 | 3 | 2 | 1487 | 8 | -0.3 | 0.9 | -18 | -5
Cc1ccc2nc(SCc3nnc(-c4ccccc4[N+](=O)[O-])o3)c(C#N)cc2c1 | 10 | 0.012 | 26 | 14 | 9 | 1683 | 7 | -5.8 | 0.9 | x | -12
CC(NC(=S)Nc1ccc(OC(F)F)c(Cl)c1)C(C)(C)C (stereo not drawn) | 7 | -0.72 | 35 | -4 | 2 | 1760 | 1 | -2.0 | 0.9 | 0 | 3
Cc1ccccc1C(=O)Nc1ccc(Br)cn1 | 14 | x | 9 | -4 | -4 | 1603 | 1 | 0.8 | 0.9 | 22 | -8
Cc1ccc(-n2c(=O)c3sccc3n(Cc3cc(=O)n4ccccc4n3)c2=O)cc1F | 30 | 0.91 | -8 | -1 | -5 | 1658 | 1 | -0.1 | 0.7 | -11 | -1
Cc1ccc(CNC(=O)C2CCN(S(=O)(=O)N3CCCCC3)CC2)cc1 | -6 | -0.4 | -2 | 0 | -2 | 1454 | -8 | -0.3 | 1.1 | -11 | 0
Cc1c(NS(=O)(=O)c2cccc(C(=O)OCC(=O)N(C)C3CCCCC3)c2)c(=O)n(-c2ccccc2)n1C | -7 | 0.095 | -5 | 5 | 8 | 1619 | -5 | -0.8 | 1.1 | 3 | -7
CNC(=O)C(=O)NCCCN1CCOCC1 | 2 | 0.0022 | -4 | 4 | 10 | 1518 | 4 | -0.5 | 1 | -1 | 4
Cc1ccc2c(c1)cc(CN(CCc1ccccc1)C(=O)N1CCOCC1)c1nnnn12 | 1 | x | 13 | -6 | 1 | 1452 | -11 | 2.0 | 1 | -4 | 4
Cc1ccc(C)c(N2CCN(C(=O)c3ccc(CS(=O)(=O)c4ccccc4C)o3)CC2)c1 | -3 | x | 9 | 0 | 3 | 1608 | 1 | 2.8 | 1 | -36 | -6
O=C(CN(C(=O)Cn1nnc(-c2cccs2)n1)c1ccc2c(c1)OCCO2)NC1CCCCC1 | -24 | x | 15 | -9 | -6 | 1438 | -5 | -0.4 | 1.2 | -1 | 9
S=C(Nc1cccnc1)Nc1cccc2cnccc12 | 7 | 0.26 | 7 | 1 | 6 | 1560 | 10 | 0.1 | 0.9 | -1 | 9
Cc1ccc(NC2=C(Cl)C(=O)N(C3CCCCC3)C2=O)cc1 | 23 | x | 21 | 8 | 9 | 1574 | 3 | -0.4 | 0.8 | 1 | -4
Nc1cc(N)nc(SCC(=O)c2ccccc2)n1 | 11 | x | -4 | 9 | 1 | 1552 | -2 | 0.2 | 0.9 | x | 1
Oc1cccc2ccc(/C=C/c3ccc(Br)s3)nc12 | -27 | 0.098 | -4 | -1 | -2 | 1422 | 0 | -0.2 | 1.3 | -11 | -2
Cc1csc(SCC(=O)c2cc(C)n(Cc3cccs3)c2C)n1 | 10 | -0.44 | 56* | -3 | -3 | 1348 | -7 | 0.0 | 0.9 | 27 | 3
Cc1ccccc1NC(=O)C1C2/C=C\CCCCC21 (stereo not drawn) | -22 | x | -5 | 3 | 2 | 1619 | 14 | 0.6 | 1.2 | -143 | -5
C=CCN=C1SC(CC)C(=O)N1S(=O)(=O)c1ccc(C)cc1 (stereo not drawn) | 1 | 0.2 | 7 | -4 | -2 | 1414 | -3 | 0.3 | 1 | x | -4
CCOc1ccc(-c2nc(-c3ccc(OC)c(OC)c3)no2)cc1OCC | 15 | x | -3 | -6 | 0 | 1382 | -7 | 0.2 | 0.8 | -24 | -2
CCN1CCN(C(c2cccs2)C(C)NC(=O)NC2CCCCC2)CC1 (stereo not drawn) | 4 | x | -3 | -7 | 7 | 1617 | 3 | -1.4 | 1 | x | 8
CCOc1ccc(NS(=O)(=O)c2cnc(Cl)c(Cl)c2)cc1 | -9 | -0.013 | -2 | -1 | 10 | 1699 | 3 | -0.5 | 1.1 | -2 | 3
Cn1c(C(=O)NC2CCCCC2)cc2sccc21 | 11 | -0.3 | 4 | -6 | 1 | 1611 | 4 | 0.9 | 0.9 | -17 | -9

Laid out differently: results already given.
> CCOc1ccc(-c2nc(-c3ccc(OC)c(OC)c3)no2)cc1OCC
  bIAP inh: 15 | ROMK mod: x | L major viab: -3 | PPARg SRC3 recr: -6 | PPARg SRC2 recr: 0 | TR-FRET SRC-2 ct: 1382 | PPARg SRC-1 ag: -7 | DTT redox prof: 0.2 | bIAP activator: 0.8 | S1P3 antagonist: -24 | TLR4-MyD88 BLA: -2
> CCN1CCN(C(c2cccs2)C(C)NC(=O)NC2CCCCC2)CC1 (stereo not drawn)
  bIAP inh: 4 | ROMK mod: x | L major viab: -3 | PPARg SRC3 recr: -7 | PPARg SRC2 recr: 7 | TR-FRET SRC-2 ct: 1617 | PPARg SRC-1 ag: 3 | DTT redox prof: -1.4 | bIAP activator: 1 | S1P3 antagonist: x | TLR4-MyD88 BLA: 8
> CCOc1ccc(NS(=O)(=O)c2cnc(Cl)c(Cl)c2)cc1
  bIAP inh: -9 | ROMK mod: -0.013 | L major viab: -2 | PPARg SRC3 recr: -1 | PPARg SRC2 recr: 10 | TR-FRET SRC-2 ct: 1699 | PPARg SRC-1 ag: 3 | DTT redox prof: -0.5 | bIAP activator: 1.1 | S1P3 antagonist: -2 | TLR4-MyD88 BLA: 3

Assay outcomes as filed in PubChem BioAssay.
